Screening data deposited in PubChem BioAssay by several laboratories.
SRC2 TRFRET art = flags TR-FRET format artefacts in PPARgamma SRC-2 recruitment agonist screen; TR-FRET artefact counter-screen; active compounds read high; TR-FRET ratio at 8 µM; actives 0.4% (n = 200,000); in the data active = TR-FRET ratio above about 2000; also: inactives centre near 1500
TNAP act hi DEA = increases human TNAP activity under high phosphate acceptor concentration; purified TNAP, CDP-star luminescence, 1 M DEA, 30 min; active compounds read high; 0 = EDTA background, 1 = DMSO-only activity; activation factor at 20 µM; 200,000 tested, under 10 active; AID 1136;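 active = activation factor at least 2 at 20 µM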
Target sequence (P05186 whole entry, looked up): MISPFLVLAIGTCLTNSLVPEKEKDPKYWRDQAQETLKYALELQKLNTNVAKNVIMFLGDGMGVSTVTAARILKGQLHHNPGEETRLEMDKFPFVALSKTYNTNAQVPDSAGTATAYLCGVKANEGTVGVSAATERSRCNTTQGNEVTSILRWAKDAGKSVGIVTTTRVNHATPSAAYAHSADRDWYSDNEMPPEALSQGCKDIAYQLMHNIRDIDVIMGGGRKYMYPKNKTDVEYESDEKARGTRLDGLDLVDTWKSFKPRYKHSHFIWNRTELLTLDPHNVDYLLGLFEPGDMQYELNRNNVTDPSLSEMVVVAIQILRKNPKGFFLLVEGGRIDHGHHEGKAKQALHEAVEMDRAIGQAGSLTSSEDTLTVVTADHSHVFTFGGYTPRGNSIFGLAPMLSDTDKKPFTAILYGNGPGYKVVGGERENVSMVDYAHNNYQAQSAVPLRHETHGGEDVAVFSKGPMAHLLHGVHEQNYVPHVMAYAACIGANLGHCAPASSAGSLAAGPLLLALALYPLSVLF
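system = human TNAP | amount = enzyme diluted 1/800 final | reagent = 100 µM CDP-star substrate | signal = luminescent substrate turnover signal | dosing = one dose, 20 µM | benchmarks = EDTA negative control, DMSO positive control | measure = activation factor | timing = 30 min reaction, room temperature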
PPARg SRC2 recr = PPARgamma-driven SRC-2 recruitment agonism; activation, % at 8 µM; actives 0.34% (n = 200,000); AID 1032; PPARgamma LBD-SRC-2 recruitment, biochemical; in the data active = activation above about 22%;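 also: 0% = vehicle and 100% = reference agonist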
bIAP inh = blocks bovine intestinal alkaline phosphatase activity; purified bovine IAP, CDP-star luminescence, 30 min; inhibition, % at 20 µM; 190,000 tested, under 10 active; AID 1019;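 active = over 50% inhibition of intestinal alkaline phosphatase at 20 µM in the single-dose screen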
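Assay system: bovine IAP enzyme; medium: DEA buffer 100 mM, pH 9.8, with MgCl2 1.0 mM, ZnCl2 0.02 mM; doses: 20 µM single dose; incubation: enzyme reaction for 30 min at room temperature; detection: CDP-star luminescence signal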
TNAP inh noacc = inhibitors of human TNAP without phosphate acceptor; P05186; actives 0.26% (n = 200,000); inhibition, % at 20 µM; purified TNAP, CDP-star luminescence, 30 min; AID 1012;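 active = tissue-nonspecific alkaline phosphatase inhibition above about 50% at 20 µM in the single-dose screen, limit read from the data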;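 also: 0% = DMSO negative control and 100% = EDTA positive control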
bIAP activator = increases bovine intestinal alkaline phosphatase activity | purified bovine IAP, CDP-star luminescence, 30 min; active compounds read high; fold of DMSO-control signal, blank-subtracted | activation factor at 20 µM | actives 0.17% (n = 200,000) | AID 1016;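 active = activation factor of 2 or more at 20 µM, a signal rise over negative controls twice the positive control's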
PPARg SRC3 recr = promotes SRC-3 coactivator recruitment by human PPARgamma | biochemical PPARgamma/SRC-3 coactivator recruitment assay | P37231 | activation, % at 8 µM | actives 0.26% (n = 200,000) | AID 731; in the data active = activation above about 23%;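 also: 0% = DMSO and 100% = reference agonist; some compounds past the cut are filed as inactive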
HMGR II inh = blocks class II HMG-CoA reductase of Enterococcus faecalis; AID 1066; actives 0.41% (n = 190,000); inhibition, % at 10 µM; purified E. faecalis HMGR, NADPH absorbance 340 nm kinetic;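 active = inhibition above a set limit, the median over all tested compounds plus 3 SD, cut at about 9.5% in these data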;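 also: enzyme runs in reverse so mevalonate oxidation gives rising NADPH absorbance; 0% = complete reaction with DMSO and 100% = background rate lacking mevalonate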
PPARg SRC-1 ag = PPARgamma-driven SRC-1 recruitment agonism; PPARgamma-SRC-1 coactivator recruitment biochemical assay; activation, % at 8 µM; actives 0.41% (n = 200,000); in the data active = activation above about 19%;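 also: 0% = DMSO and 100% = reference agonist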
TNAP inh hiacc = TNAP (human) inhibition, high acceptor. P05186. purified TNAP, CDP-star luminescence, 1 M DEA. inhibition, % at 20 µM. actives 0.03% (n = 200,000);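 active = over 50% inhibition of tissue-nonspecific alkaline phosphatase at 20 µM in the single-dose screen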;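 also: plate controls were DMSO wells for no effect and EDTA-quenched wells as full inhibition for full effect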
Starred values were filed as active, the others as inactive; / = no result given.

A first look:
SMILES | SRC2 TRFRET art | TNAP act hi DEA | PPARg SRC2 recr | bIAP inh | TNAP inh noacc | bIAP activator | PPARg SRC3 recr | HMGR II inh | PPARg SRC-1 ag | TNAP inh hiacc
CCOc1ccccc1-n1c(=S)sc2c(=O)n(-c3ccccc3)c(=S)[nH]c21 | 1586 | 1 | 2 | 12 | -6 | 0.9 | 4 | -3 | 3 | -3
CN1/C(=C\C(=O)COC(=O)C2COc3ccccc3O2)C(C)(C)c2ccccc21 (stereo not given) | 1469 | 1 | 2 | 13 | -9 | 0.9 | -10 | -2 | -9 | -5
O=C(CCCCn1c(=O)[nH]c2ccsc2c1=O)NCc1ccc2c(c1)OCO2 | 1390 | 1 | -4 | 4 | 14 | 1 | -5 | -13 | -8 | -3
Nc1nc(-c2ccccc2)c(N=Nc2ccccc2Cl)s1 | 1487 | 0.7 | 1 | 26 | 28 | 0.7 | 2 | 1 | 5 | 33
COc1ccc(-c2nc(C#N)c(N3CC(C)OC(C)C3)o2)cc1OC (stereo not given) | 1513 | 1 | 1 | 2 | -9 | 1 | 15 | -3 | -3 | -2
O=C(NCc1ccc2[nH]c3c(c2c1)CCCC3)c1ccc(S(=O)(=O)N2CCCCC2)cc1 | 1603 | 1 | 6 | 11 | -2 | 0.9 | 5 | -5 | 1 | 0
O=C(NCc1ccco1)C(c1ccco1)N(CCc1ccccc1)C(=O)Cn1nnc2ccccc21 (stereo not given) | 1700 | 1 | 3 | 5 | -14 | 0.9 | 6 | -4 | 9 | -4
CCN(CC(=O)NCc1ccc(Cl)cc1)C(=O)c1ccc(S(=O)(=O)N(C)C)cc1 | 1728 | 1 | -1 | -14 | -33 | 1.1 | 4 | -7 | 3 | -4
COc1cccc(-c2ccc(-c3noc(-c4ccccc4F)n3)c(OC)n2)c1 | 1580 | 1 | -5 | -1 | -8 | 1 | -16 | -1 | 8 | 3
CC(CN1CCOCC1)OC(=O)CCc1ccccc1 (stereo not given) | 1498 | 1 | 4 | -6 | -11 | 1.1 | 2 | -2 | -2 | -5
CCOc1ccc(CCNC(=O)CCc2nc3ccccc3[nH]2)cc1OCC | 1465 | 1 | -2 | 4 | 7 | 1 | -2 | -1 | -3 | 0
COc1ccc(-n2cnnc2SCC(=O)c2cc(C)n(Cc3cccs3)c2C)cc1 | 1345 | 1.1 | 3 | -6 | -15 | 1.1 | -7 | 2 | 1 | -9

The listing, previewed entries included:
SMILES | SRC2 TRFRET art | TNAP act hi DEA | PPARg SRC2 recr | bIAP inh | TNAP inh noacc | bIAP activator | PPARg SRC3 recr | HMGR II inh | PPARg SRC-1 ag | TNAP inh hiacc
CCOc1ccccc1-n1c(=S)sc2c(=O)n(-c3ccccc3)c(=S)[nH]c21 | 1586 | 1 | 2 | 12 | -6 | 0.9 | 4 | -3 | 3 | -3
CN1/C(=C\C(=O)COC(=O)C2COc3ccccc3O2)C(C)(C)c2ccccc21 (stereo not given) | 1469 | 1 | 2 | 13 | -9 | 0.9 | -10 | -2 | -9 | -5
O=C(CCCCn1c(=O)[nH]c2ccsc2c1=O)NCc1ccc2c(c1)OCO2 | 1390 | 1 | -4 | 4 | 14 | 1 | -5 | -13 | -8 | -3
Nc1nc(-c2ccccc2)c(N=Nc2ccccc2Cl)s1 | 1487 | 0.7 | 1 | 26 | 28 | 0.7 | 2 | 1 | 5 | 33
COc1ccc(-c2nc(C#N)c(N3CC(C)OC(C)C3)o2)cc1OC (stereo not given) | 1513 | 1 | 1 | 2 | -9 | 1 | 15 | -3 | -3 | -2
O=C(NCc1ccc2[nH]c3c(c2c1)CCCC3)c1ccc(S(=O)(=O)N2CCCCC2)cc1 | 1603 | 1 | 6 | 11 | -2 | 0.9 | 5 | -5 | 1 | 0
O=C(NCc1ccco1)C(c1ccco1)N(CCc1ccccc1)C(=O)Cn1nnc2ccccc21 (stereo not given) | 1700 | 1 | 3 | 5 | -14 | 0.9 | 6 | -4 | 9 | -4
CCN(CC(=O)NCc1ccc(Cl)cc1)C(=O)c1ccc(S(=O)(=O)N(C)C)cc1 | 1728 | 1 | -1 | -14 | -33 | 1.1 | 4 | -7 | 3 | -4
COc1cccc(-c2ccc(-c3noc(-c4ccccc4F)n3)c(OC)n2)c1 | 1580 | 1 | -5 | -1 | -8 | 1 | -16 | -1 | 8 | 3
CC(CN1CCOCC1)OC(=O)CCc1ccccc1 (stereo not given) | 1498 | 1 | 4 | -6 | -11 | 1.1 | 2 | -2 | -2 | -5
CCOc1ccc(CCNC(=O)CCc2nc3ccccc3[nH]2)cc1OCC | 1465 | 1 | -2 | 4 | 7 | 1 | -2 | -1 | -3 | 0
COc1ccc(-n2cnnc2SCC(=O)c2cc(C)n(Cc3cccs3)c2C)cc1 | 1345 | 1.1 | 3 | -6 | -15 | 1.1 | -7 | 2 | 1 | -9
CC(NCc1cccn1C)c1ccccc1 (stereo not given) | 1287 | 1 | 2 | -1 | -7 | 1 | -9 | 1 | -2 | -2
CC(C)(C)c1nc2ccccc2c2nnc(SCC(=O)Nc3nc4ccccc4s3)n12 | 1520 | 0.5 | -1 | 2 | 4 | 1 | 4 | -4 | 6 | 52*
C/C(=N/OC(=O)c1cccc(Cl)c1)c1nccs1 | 1473 | 1 | -9 | -11 | -6 | 1.1 | 3 | -7 | 4 | -2
Cc1cc(Cl)ccc1Oc1ncc(CN2CCN(c3ccccc3)CC2)s1 | 1543 | 1.1 | -5 | 1 | 4 | 1 | -2 | 0 | 8 | -6
CCOCC(=O)Nc1nnc(C)s1 | 1527 | 1.1 | 6 | -6 | -9 | 1.1 | 0 | 5 | -1 | -6
CCN(CC)c1ccc(NC(=O)c2[nH]c(C)c(C(C)=O)c2C)c(C)c1 | 1428 | 1 | 9 | 6 | -11 | 0.9 | 16 | 0 | 7 | -4
COc1cc(C(C(=O)NC(C)(C)C)N(Cc2ccccc2)C(=O)c2cnccn2)cc(OC)c1OC (stereo not given) | 1532 | 1.1 | -5 | -4 | -18 | 1 | 6 | 0 | 5 | -5
COc1ccc(-n2c(C)cc(/C=N/Nc3nc(N4CCOCC4)nc(N4CCOCC4)n3)c2C)cc1 | 1677 | 1 | -1 | -3 | -9 | 1 | 5 | -4 | 5 | -4
CC(=O)Nc1ccc([N+](=O)[O-])cn1 | 1508 | 1 | 4 | 7 | -2 | 0.9 | 0 | -2 | -7 | -2
O=[N+]([O-])c1ccc(Cl)c(CN2CCC(O)CC2)c1 | 1617 | 1 | 8 | 4 | -7 | 1 | 3 | -7 | 0 | -3
O=C(NCc1ccncc1)c1ccc(Cl)c(S(=O)(=O)N2CCCCC2)c1 | 1583 | 1 | -4 | -9 | -16 | 1.1 | 1 | 0 | -3 | -2
Cn1nc(C(F)(F)F)c(/C=N/OC(=O)c2ccccc2)c1SCc1ccc(Cl)cc1 | 1533 | 1 | 13 | -1 | 7 | 1 | 3 | -10 | 0 | -5
COc1ccc(C(=O)C(OC(=O)c2ccc(C)c(NC(C)=O)c2)c2ccccc2)cc1 (stereo not given) | 1624 | 1 | 8 | 7 | -10 | 0.9 | 4 | -7 | 3 | -3
COc1ccccc1N(CC(=O)N1CCCCCC1)S(C)(=O)=O | 1555 | 1.1 | 6 | 2 | -16 | 1 | 7 | -1 | 0 | -9
Cc1ccc(N2C(=O)CS(=O)(=O)CC2=O)cc1 | 1626 | 1 | -5 | 10 | -10 | 0.9 | -2 | 1 | 1 | -5
O=C(Nc1ccncc1)c1ccc2c(c1)OCCO2 | 1501 | 1 | -1 | 5 | -9 | 0.9 | -4 | 0 | -5 | -3
CCSc1nnc(-c2ccccc2NC(C)=O)c(=O)[nH]1 | 1558 | 1 | 2 | -4 | 4 | 1 | -1 | -8 | 2 | 2
CCOC(=O)CC(=O)CSc1ncnc2c1nnn2-c1ccc(OC)cc1 | 1716 | 1 | 1 | -10 | -29 | 1.1 | -1 | -4 | 11 | -1
Fc1ccc(COc2ccccc2C(=S)N2CCCC2)cc1 | 1502 | 1 | 1 | 19 | -9 | 0.8 | 3 | -4 | 11 | -2
CN(C)/C=N/c1ncc(-c2ncc(C(F)(F)F)cc2Cl)cn1 | 1732 | 1 | 4 | 4 | -8 | 1 | -1 | -4 | 5 | -4
C/C(=N\NS(C)(=O)=O)c1ccc(C)cc1 | 1418 | 1 | 12 | 14 | -8 | 0.9 | 7 | -5 | 0 | -2
Cc1onc(-c2ccccc2)c1C(=O)N/N=C/c1cc(Br)c(Br)o1 | 1534 | 1 | 10 | 5 | 1 | 0.9 | 6 | 2 | 7 | -2
Cc1coc2c(C)c3oc(=O)cc(-c4ccccc4)c3cc12 | 1337 | / | -6 | / | / | / | -6 | / | 5 | /
Cn1c(CSc2ncccn2)nnc1SCC(=O)N1CCCCC1 | 1509 | 1.1 | 8 | -6 | -5 | 1.1 | -1 | 1 | 0 | -6
CSc1ccc(/C=N/N2CCN(c3ccccc3)CC2)cc1 | 1617 | 1.1 | 7 | 2 | -4 | 1 | 6 | -7 | 11 | -6
COc1ccc(C(CC(=O)Nc2ccc(C)cc2)NC(=O)C(F)(F)F)cc1 (stereo not given) | 1635 | 1 | 8 | 8 | -11 | 0.9 | 1 | -1 | 1 | 1
O=S(=O)(c1ccccc1)N1CCN(CC2CC3C=CC2C3)CC1 (stereo not given) | 1582 | 1 | 0 | -22 | -8 | 1.2 | -1 | 1 | -1 | -4
COc1ccc(S(=O)(=O)N(CC(=O)Nc2cc(C)on2)Cc2ccccc2)cc1 | 1718 | 1 | 3 | 8 | 0 | 0.9 | 0 | -3 | 4 | -1
